Source: PubChem BioAssay (National Center for Advancing Translational Sciences (NCATS))
MCF10A rereplic: A quantitative high throughput screen for small molecules that induce DNA re-replication in MCF 10a normal breast cells. MCF 10A DNA re-replication, Hoechst nuclear intensity, 48 h. 350,000 compounds, 2.9% hits. Potency, µM (titrated, usually from 46.1 µM), without a hit: top-dose activity, positive = re-replication, actives largely listed as activators; further: potency means the concentration at half of the fitted maximal effect; % of control where 0% means no effect; nearly all actives have a fitted effect of over 50% in size
IL-1B inflam inh: qHTS for Inhibitors of Inflammasome Signaling: IL-1-beta AlphaLISA Primary Screen; THP-1 LPS/ATP IL-1B secretion, AlphaLISA, 16 h; active compounds read low; activity change, % at 57.5 µM; 360,000 compounds, 4.7% hits; AID 743279, 2014; in the data active means activity change below about -50%; inconclusive means mostly about -30% to -49%; further: on the % scale 0 is the no-effect control and ±100 the full control effect
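Secreted IL-1B measured by AlphaLISA bead assay after 16 h compound exposure of THP-1 cells; compounds (final up to 57.5 uM) added 1 h before LPS (250 ng/mL) and ATP (1.25 mM) stimulation; lower signal means less secretion.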
KB-V1 cytotox: qHTS assay for MDR1-selective chemotherapeutics: Primary screen using the drug-selected MDR subline cells KB-V1 | KB-V1 MDR cells viability, CellTiter-Glo, 72 h | 400,000 compounds, 3.4% hits | Potency, µM (highest dose often 46.1 µM), for inactives: at the top dose activity change, negative = cytotoxicity, most hits filed as cytotoxic; further: potency means the concentration at half of the fitted maximal effect; on the % scale 0 is the no-effect control and ±100 the full control effect; nearly all actives have a fitted effect of over 60% in size
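Luminescent ATP read-out (CellTiter-Glo, 10 min) measures survival of drug-selected KB-V1 MDR cells after 72 h, 37 degrees C compound exposure. Medium: phenol-red-free DMEM, 10% FBS. Values from fitted concentration-response curves.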
HT1080 IDH1KD tx: qHTS for induction of synthetic lethality in tumor cells producing 2HG: qHTS for the HT-1080-IDH1KD cell line. AID 686971, 2013. Potency, µM (highest dose often 46.1 µM), inactives show top-dose activity, negative = toxicity, hits mostly cytotoxic. HT-1080 IDH1 knockdown viability, ATP luminescence, 48 h. 360,000 compounds, 2% hits;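 further: potency means the concentration at half of the fitted maximal effect; 0% = DMSO wells and -100% = cell-free medium wells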
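Assay cells: HT-1080 with IDH1 knockdown, 750 per well, RPMI/5% FBS. Exposure: 48 h at 37 °C following 2 h pre-incubation. Read: CellTiter-Glo luminescence; fitted concentration-response, curve class assigned.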
ATXN viability: Viability Counterscreen for Primary qHTS for Inhibitors of ATXN expression | S2 cells (HEK-293 line with an ATXN2-luciferase reporter) viability, CellTiter-Fluor protease fluorescence, 24 h | Potency, µM (series often up to 56.7 µM), most hits filed as cytotoxic | 400,000 compounds, 0.49% hits | AID 651635, 2014; further: potency means the concentration at half of the fitted maximal effect; nearly all actives have a fitted effect of over 40% in size
SW480 rereplic: A quantitative high throughput screen for small molecules that induce DNA re-replication in SW480 colon adenocarcinoma cells. Potency, µM (top dose mostly 46.1 µM), inactives show at the top dose re-replication activation, most hits filed as activators. AID 624297, 2012. 340,000 compounds, 1.8% hits. SW480 DNA re-replication, Hoechst DNA content imaging, 48 h; further: potency means the concentration at half of the fitted maximal effect; % of control where 0% means no effect; nearly all actives have a fitted effect of over 55% in size
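Cells (250 per well) received 23 nL compound or DMSO by pin tool and were kept 48 hr at 37 C, 5% CO2. Nuclei were then stained with Hoechst for 40 min and scanned for DNA content.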
ATXN2 expr inh: Primary qHTS for Inhibitors of ATXN expression; HEK-293 ATXN2-luciferase reporter, luminescence, 24 h; Potency, µM (doses to about 57 µM), for inactives: at the top dose activity change, negative = inhibition, most hits filed as inhibitors; 360,000 compounds, 0.72% hits; further: potency means the concentration at half of the fitted maximal effect; on the % scale 0 is the no-effect control and ±100 the full control effect; nearly all actives have a fitted effect of over 55% in size
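ATXN2-luciferase reporter cells (luciferase flanked by upstream and downstream ATXN2 gene portions) were treated 24 h at 37 °C with compounds at up to 57 uM. SteadyGlo luminescence gave expression; GF-AFC fluorescence gave viability.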
KB-3-1 cytotox: qHTS assay for MDR1-selective chemotherapeutics: Primary screen using the parental adenocarcinoma cell KB-3-1. AID 1347075, 2019. Potency, µM (highest dose often 46.1 µM), for the others: at the top dose activity change, negative = cytotoxic, usual class: cytotoxic. KB-3-1 viability, CellTiter-Glo ATP luminescence, 72 h. 400,000 compounds, 1.4% hits; further: potency means the concentration at half of the fitted maximal effect; on the % scale 0 is the no-effect control and ±100 the full control effect; nearly all actives have a fitted effect of over 60% in size
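Cytotoxicity in the drug-sensitive parental line KB-3-1 was scored as loss of CellTiter-Glo luminescence following 72 h incubation with compound. Values come from curve fitting of normalized concentration-response data.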
HT1080NT lethal: qHTS for induction of synthetic lethality in tumor cells producing 2HG: qHTS for the HT-1080-NT fibrosarcoma cell line. Potency, µM (top dose mostly 46.1 µM), inactives show top-dose activity, negative = less viability, actives largely listed as cytotoxic. HT-1080-NT fibrosarcoma viability, CellTiter-Glo ATP luminescence, 48 h. AID 686970, 2013. 360,000 compounds, 1.6% hits;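 further: NT is the 2HG producing partner of a matched IDH1 knockdown line; potency means the concentration at half of the fitted maximal effect; 0% = DMSO-treated cells and -100% = media-only wells without cells; nearly all actives have a fitted effect of over 55% in size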
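A 48-hour cytotoxicity screen used HT-1080-NT cells plated 2 hours before compound delivery. ATP-based CellTiter-Glo luminescence measured viability, normalized to DMSO and no-cell controls.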
* = called active by the depositor; i = inactive; ? = inconclusive; . = no result given; [ ] = remark or other dose. Unless noted, the call rests on the fitted dose curve; in most records, active means well fitted curve in the direction sought with a large enough effect; inconclusive means small, poorly fitted or top-dose-only effect, or another doubt; inactive means no such curve, though single readings can be large; an effect the other way counts as inactive or inconclusive.

SMILES	MCF10A rereplic	IL-1B inflam inh	KB-V1 cytotox	HT1080 IDH1KD tx	ATXN viability	SW480 rereplic	ATXN2 expr inh	KB-3-1 cytotox	HT1080NT lethal
O=C(Cn1c2ccccc2c(=O)c2ccccc21)N/N=C/c1cc([N+](=O)[O-])ccc1N1CCCCC1	19.9%	-0.8	-24.9%	0.7%	?	7.6%	-9.7%	4.1%	5.3%
COc1cc(NC(=O)C2CCCCC2)c(OC)cc1NC(=O)CN1CCCCC1	16.6%	?	0.0%	-0.3%	i	-1.2%	-5.6%	2.2%	-10.8%
Cc1ccc2c(c1)N(CC(=O)N(Cc1ccccn1)Cc1ccco1)C(=O)C(C(C)C)O2 (centres undefined)	17.0%	-14.8	-12.8%	1.0%	i	-6.3%	-10.3%	-4.5%	1.2%
CCOc1ccccc1CNC(=O)c1cnc2sc(N3CCC(C)CC3)nn2c1=O	.	.	-4.2%	.	i	.	9.3%	-2.7%	.
FC(F)Oc1ccc(NC(=S)Nn2cnnc2)cc1	-2.5%	3.9	-16.2%	-1.1%	i	?	?	6.2%	2.2%
COc1ccccc1C(c1nnnn1CC1CCCO1)N1CCC(C(N)=O)CC1 (centres undefined)	15.3%	0.0	-17.5%	13.9%	i	-7.4%	0.0%	-1.0%	11.7%
CCOC(=O)C1C(=O)C=C(Nc2ccccc2F)CC1c1ccccc1 (centres undefined)	-0.2%	3.2	-21.4%	-2.0%	i	0.7%	19.3%	-8.3%	19.0%
Cc1ccc(-c2nc3ccc(Cl)cn3c2Cc2ccccc2C(F)(F)F)cc1	.	18.5	0.0%	-22.9%	i	.	56.7%[activator]	-25.2%	?
CCOc1ccc(C(=O)N2CC(=O)Nc3ccc(C)cc3C2c2ccc(F)cc2)cc1OCC (centres undefined)	.	.	-5.0%	.	?	.	0.0%	-15.5%	.
Cc1ccccc1CN1C(=O)c2ccccc2S(=O)c2ccc(C(=O)NCc3ccc4c(c3)OCO4)cc21 (centres undefined)	.	.	6.1%	.	i	.	2.2%	-2.3%	.
CC1=Nc2ccc(C)cc2N(Cc2ccccc2)C(=O)C1	3.9%	-8.9	3.2%	2.3%	i	-21.0%	11.6%	-2.5%	3.1%
COc1cccc(NS(=O)(=O)c2ccc3[nH]cc(C(=O)N4CCCC4)c(=O)c3c2)c1	.	.	3.7%	.	i	.	-0.1%	2.4%	.
CSCCC(NS(=O)(=O)c1ccc(Br)cc1)C(=O)OCC(=O)NC1CC1 (centres undefined)	5.7%	14.9	-2.5%	10.0%	i	-3.6%	-25.4%	2.1%	10.8%
CC1(C2CCC3(C)OC3C2)CO1 (centres undefined)	-52.7%[inhibitor]	0.4	?	23.5%	i	-13.7%	4.2%	0.0%	6.7%
COc1ccc(-c2noc3c2-c2nc(-c4ccc(Br)cc4)sc2CC3)cc1	2.0%	26.8	17.1%	9.3%	i	-4.3%	6.3%	0.0%	15.6%
Cc1sc2ncnc(N3CCC(C(=O)Nc4nc(-c5cccs5)cs4)CC3)c2c1C	?	28.5	5.17µM*	1.6%	?	12.2%	40.8%[activator]	?	-0.4%
CC(=O)N1CCc2c(sc3c2c(=O)n(-c2ccccc2C)c(=O)n3Cc2cccc(F)c2)C1	.	.	-26.9%	.	i	.	-17.7%	-3.4%	.
COc1cccc(S(=O)(=O)N(C)C[C@H]2OCc3cnnn3CCCC(=O)N([C@H](C)CO)C[C@H]2C)c1	.	-19.5	-14.3%	-10.1%	i	.	-2.5%	-11.2%	-3.9%
CCCn1c(C)cc(/C=C(\C#N)C(=O)O)c1C	-7.6%	-10.2	-3.5%	-0.8%	i	-5.9%	-3.3%	3.7%	-3.7%
Cc1sc2ncnc(OCC(=O)NCC3CCCO3)c2c1C (centres undefined)	-1.8%	-24.8	7.5%	20.1%	i	1.7%	31.6%	4.8%	15.4%
CC(C)(CC(=O)O)CC(=O)N1CCCN(c2nccc(C(F)(F)F)n2)CC1	14.6%	0.0	4.6%	-0.3%	i	-8.5%	-8.4%	-6.9%	0.0%
Cc1ccc(Nc2cc(C)c(O)c(C)c2)cc1	-7.6%	?	5.4%	0.2%	.	0.5%	13.1%	-5.0%	-6.5%
CSc1sc(C(=O)NNC(=O)c2ccc(Cl)cc2)c2c1C=CCC2	3.7%	-4.1	?	16.3%	i	-9.4%	2.4%	1.6%	6.9%
CC(C)c1nc(SCC(=O)Nc2cccc3ccccc23)n[nH]1	-0.7%	6.3	17.9%	8.0%	i	-2.8%	-1.9%	9.5%	13.8%
COc1cc(/C=C/C(=O)OCC(=O)N2CCC(Cc3ccccc3)CC2)ccc1O	26.9%	-69.8*	0.9%	?	.	-6.7%	-21.4%	-2.7%	-28.6%
Cc1cc(OCc2cc(C(=O)NC(C)c3c(C)nn(C)c3C)no2)cc(C)c1Cl (centres undefined)	?	-28.5	-12.2%	?	i	6.9%	?	?	?
CNC(=O)CSc1nc2ccccc2c(=O)n1CCc1ccccc1	3.9%	31.1	-3.2%	3.5%	i	-50.4%[inhibitor]	2.4%	3.4%	2.2%
O=C(C1CCN(c2nnc(-n3cccc3)s2)CC1)N1CCOCC1	6.7%	-19.7	7.3%	-3.5%	i	-2.9%	6.5%	?	4.0%
COc1ccc(OC)c(N=CC2=C(O)CC(C)(C)CC2=O)c1	2.1%	5.8	5.9%	-1.8%	i	-0.4%	5.9%	-7.8%	9.5%
CC(C)NC(=O)Cn1c(=O)c2c(ncn2Cc2ccccc2)n(Cc2ccccc2)c1=O	?	-8.6	-25.3%	0.8%	i	1.0%	-11.9%	26.1%	9.8%

Three entries drawn at random from those above:
SMILES	MCF10A rereplic	IL-1B inflam inh	KB-V1 cytotox	HT1080 IDH1KD tx	ATXN viability	SW480 rereplic	ATXN2 expr inh	KB-3-1 cytotox	HT1080NT lethal
CC(C)c1nc(SCC(=O)Nc2cccc3ccccc23)n[nH]1	-0.7%	6.3	17.9%	8.0%	i	-2.8%	-1.9%	9.5%	13.8%
COc1cc(NC(=O)C2CCCCC2)c(OC)cc1NC(=O)CN1CCCCC1	16.6%	?	0.0%	-0.3%	i	-1.2%	-5.6%	2.2%	-10.8%
CCOc1ccccc1CNC(=O)c1cnc2sc(N3CCC(C)CC3)nn2c1=O	.	.	-4.2%	.	i	.	9.3%	-2.7%	.

Next entries:
SMILES	MCF10A rereplic	IL-1B inflam inh	KB-V1 cytotox	HT1080 IDH1KD tx	ATXN viability	SW480 rereplic	ATXN2 expr inh	KB-3-1 cytotox	HT1080NT lethal
CCN1C(=O)c2ccccc2S(=O)c2ccc(C(=O)N3CCN(c4cccc(Cl)c4)CC3)cc21 (centres undefined)	.	.	-11.6%	.	i	.	-9.8%	?	.
CN(C(=O)c1cccc(NC(=O)Cc2ccc(NC(=O)C3CCN(C(=O)C4CCCCC4)CC3)cc2)c1)C1CC1	?	0.6	35.0%	9.0%	i	1.4%[9.22 µM]	5.2%	-0.1%	4.1%
O=C(NC1CC2CCC(C1)N2Cc1ccccc1)c1cccc(F)c1 (centres undefined)	22.4%	4.5	-2.9%	0.1%	i	?	.	-1.6%	-4.7%
CCn1c(=O)cc(N2CCN(Cc3ccccc3)CC2)[nH]c1=O	0.1%	9.2	7.0%	2.6%	i	-10.3%	-7.7%	4.1%	21.6%
CCCOc1ccc(CC2C(=O)Nc3ccc(Br)cc32)cc1 (centres undefined)	.	.	3.2%	.	?	.	-23.7%	4.6%	.
Cc1cc(Cl)ccc1C(=O)C1CCCN(C(=O)c2ccc3c(c2)OCO3)C1 (centres undefined)	.	-15.9	?	-12.0%	i	.	.	-1.1%	-13.7%
Cc1c(NC(=O)C(C)OC(=O)Cc2ccc(F)cc2)c(=O)n(-c2ccccc2)n1C (centres undefined)	-0.2%	12.0	?	-3.0%	i	-3.0%	-4.6%	4.3%	-1.0%
CCc1ccccc1NC(=O)C1CCN(S(=O)(=O)c2ccccc2)CC1	.	.	0.0%	.	i	.	-2.8%	10.5%	.
C=CCSc1nc(N)c2c(C)c(C)sc2n1	4.9%	24.5	-17.6%	2.8%	i	-2.3%	42.9%[activator]	10.8%	8.5%
Cc1[nH]c(=O)c(C#N)c(C)c1CCC(=O)Nc1cc(S(C)(=O)=O)ccc1Cl	-2.7%	6.0	0.0%	21.8%	i	-0.3%	12.7%	-0.5%	13.1%
CCOc1ccc(C(=O)N2CCN(c3ccccn3)CC2)cc1OCC	-0.3%	18.9	?	3.6%	i	-1.9%	-0.4%	-13.0%	-0.9%
CCOC(=O)C1CCCN(C(=S)NC2CCCCC2)C1 (centres undefined)	1.6%	-1.1	-25.3%	-0.9%	i	-0.1%	9.3%	2.4%	-1.4%
CC1CCCC(C)N1C(=O)c1ccc(S(=O)(=O)NCc2ccco2)cc1 (centres undefined)	1.9%	30.9	-29.8%	-7.4%	?	-8.4%	-0.6%	2.5%	-2.8%
COc1ccc(NC(=O)CSc2nnnn2-c2cccc(OC)c2)cc1	.	-9.1	10.7%	-2.4%	i	.	.	9.0%	8.7%
Cc1cc(C(=O)c2cnc(/N=C/N(C)C)s2)c(F)cc1Cl	0.6%	0.6	?	-22.6%	i	-2.6%	12.9%	3.0%	-18.1%
COc1cc(NC(=O)c2ccccc2)c(OC)cc1Cl	-8.5%	8.8	0.0%	-14.1%	i	-3.5%	-5.7%	-3.0%	-18.6%
Cc1ccc(-c2nc(NC(=O)CSc3ncn[nH]3)ns2)cc1	?	-21.0	7.2%	?	i	?	11.6%	-5.9%	19.8%
COc1cc(-c2cc3nc(NCCc4ccncc4)ccn3n2)cc(OC)c1OC	.	-58.0*	-6.6%	-21.5%	i	.	16.9%	0.0%	-1.6%
